Assay outcomes from PubChem BioAssay.
TRb SRC2 PPI: disrupts binding of human TR beta to SRC2; P10828; TRbeta-SRC2 peptide binding, fluorescence polarization; receptor liganded with 1 µM T3; Potency, µM (doses to about 106 µM), inactives show at the top dose activity change, negative = inhibition, hits mostly inhibitors; 280,000 compounds, 0.065% hits;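 also: potency is read from the fitted curve at half-maximal effect; plate controls were bound peptide for no effect and peptide without receptor for full effect; nearly all actives have a fitted effect of over 50% in size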
Target sequence (P10828 whole entry, looked up): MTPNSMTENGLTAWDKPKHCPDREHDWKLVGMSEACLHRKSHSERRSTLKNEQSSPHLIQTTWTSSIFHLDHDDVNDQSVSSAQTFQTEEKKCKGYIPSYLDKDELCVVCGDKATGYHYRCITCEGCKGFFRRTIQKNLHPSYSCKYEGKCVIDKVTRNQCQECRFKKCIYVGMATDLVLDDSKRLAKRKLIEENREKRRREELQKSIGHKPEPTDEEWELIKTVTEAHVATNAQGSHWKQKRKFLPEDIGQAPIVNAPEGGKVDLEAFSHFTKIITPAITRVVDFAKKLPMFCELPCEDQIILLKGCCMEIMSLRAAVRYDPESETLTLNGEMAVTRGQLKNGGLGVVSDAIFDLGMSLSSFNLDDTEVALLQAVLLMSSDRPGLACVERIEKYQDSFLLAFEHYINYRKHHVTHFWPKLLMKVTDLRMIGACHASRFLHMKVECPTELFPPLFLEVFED
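Compounds were added to 0.6 uM TRb ligand-binding domain and 20 nM Texas Red-labeled SRC2 peptide in Tris buffer containing 1 uM T3, incubated 5 hr at ambient temperature, then read by fluorescence polarization.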
TR SRC2 fluor cs: Texas Red fluorescence interference in TRb-SRC2 counter-screen; TRb/SRC2 Texas Red total fluorescence interference; Potency, µM (doses to about 106 µM), for inactives: top-dose fluorescence change, negative = quenching; 280,000 compounds, 0.29% hits; active = well fitted curve in either direction with a large enough effect; inconclusive = small, poorly fitted or top-dose-only effect; also: potency is read from the fitted curve at half-maximal effect; % is scaled to controls: 0 for no effect and ±100 for the full control effect
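Human TRb ligand-binding domain at 0.6 uM with 20 nM Texas Red SRC2 peptide in Tris buffer containing 1 uM T3 and 5% DMSO, incubated with compound 5 h at ambient temperature. Total fluorescence (555/632 nm) calculated as parallel + 2 × perpendicular.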
CBFb RUNX1 block: blocks binding between human CBF-beta and RUNX1. Q01196+Q13951. Potency, µM (series often up to 59.8 µM), inactives show at the highest dose activity, negative = inhibition, most hits filed as inhibitors. 230,000 tested, under 10 active. AID 1477. AlphaScreen CBFb-His/RUNX1-biotin binding, biochemical; also: % of control where 0% means no effect
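Inhibition was taken as any reduction in AlphaScreen signal from the CBF-beta–RUNX1 pair (His and biotin tags, 30 nM each), measured after compound (15 min) and bead (90 min) incubations at room temperature.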
Epigenetic derep: regulators of epigenetic silencing causing reporter derepression in mouse cells | 280,000 compounds, 0.2% hits | Potency, µM (doses to about 53.9 µM), inactives show top-dose GFP activation, hits mostly activators | AID 1865 | murine LDR cells, GFP reporter derepression, 30 h; also: potency is read from the fitted curve at half-maximal effect; % of control where 0% means no effect; nearly all actives have a fitted effect of over 60% in size
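Murine LDR cells carrying a silenced, genomically integrated CMV-driven GFP reporter were exposed to compound for 30 hours at 37 C. After PBS washes, GFP-positive cells (20–120 um objects) were counted by laser-scanning microplate cytometry.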
Tau fluor cs: counter-screen for tau fibril formation inhibitors; tau K18 P301L Alexa594 fluorescence, heparin fibrillization; Potency, µM (top dose mostly 57.7 µM), without a hit: at the highest dose activity change, negative = decrease; 280,000 compounds, 0.93% hits; AID 1463; also: potency is read from the fitted curve at half-maximal effect; % is scaled to controls: 0 for no effect and ±100 for the full control effect; nearly all actives have a fitted effect of over 55% in size
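Human tau K18 P301L (15 uM unlabeled, 0.24 uM Alexa 594-labeled) in 100 mM sodium acetate pH 7 with 20 uM heparin, 6 hr at 37 C. ThT 30 uM added, 1 hr ambient; Alexa 594 FP and total fluorescence read at 555/632 nm.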
Tau FP inhib: inhibitors of human tau fibril formation; P10636; K18 P301L tau heparin fibrillization, Alexa594 FP, 6 h; Potency, µM (top dose mostly 57.7 µM), for the others: at the highest dose activity, negative = inhibition, usual class: inhibitors; 280,000 compounds, 0.39% hits; AID 1468; also: potency is read from the fitted curve at half-maximal effect; % is scaled to controls: 0 for no effect and ±100 for the full control effect; nearly all actives have a fitted effect of over 55% in size
Target sequence (P10636 561-689 P618L limits assumed): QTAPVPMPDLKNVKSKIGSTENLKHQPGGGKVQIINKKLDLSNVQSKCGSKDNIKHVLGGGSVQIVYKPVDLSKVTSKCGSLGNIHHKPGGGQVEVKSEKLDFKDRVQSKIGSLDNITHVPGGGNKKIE
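Quantitative HTS format: compounds meet 15 uM recombinant K18 P301L tau and Alexa 594-tau tracer in 100 mM sodium acetate pH 7; 20 uM heparin triggers fibrillization at 37 C over 6 hr; FP gives the signal.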
NPSR antag: antagonists of human neuropeptide S receptor cAMP signaling; Q6W5P4; CHO-NPSR cells, cAMP TR-FRET, antagonist mode; Potency, µM (series often up to 38.3 µM), for the others: at the top dose activity change, negative = inhibition, actives largely listed as inhibitors; 220,000 compounds, 1% hits; also: potency is read from the fitted curve at half-maximal effect; % is scaled to controls: 0 for no effect and ±100 for the full control effect; nearly all actives have a fitted effect of over 50% in size; many of its hits are not listed in these tables
Target sequence (Q6W5P4 whole entry, looked up): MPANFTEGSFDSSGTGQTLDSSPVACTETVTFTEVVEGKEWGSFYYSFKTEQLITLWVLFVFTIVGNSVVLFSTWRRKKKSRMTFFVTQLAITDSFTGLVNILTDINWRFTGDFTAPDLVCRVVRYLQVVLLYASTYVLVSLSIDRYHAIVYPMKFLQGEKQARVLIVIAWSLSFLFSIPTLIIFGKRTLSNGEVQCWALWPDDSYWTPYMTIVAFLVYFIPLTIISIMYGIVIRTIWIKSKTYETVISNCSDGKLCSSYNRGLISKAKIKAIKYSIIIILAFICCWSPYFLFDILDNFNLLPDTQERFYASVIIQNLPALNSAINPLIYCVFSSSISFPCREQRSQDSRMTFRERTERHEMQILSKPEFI
GLA spleen mod: alpha-galactosidase A (human) modulation. P06280. AID 2107. Potency, µM (doses to about 80 µM), without a hit: top-dose activity change, negative = inhibition, most hits filed as inhibitors. human spleen homogenate, 4MU-alpha-Gal fluorescence, 40 min. 240,000 compounds, 0.008% hits;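 also: potency is read from the fitted curve at half-maximal effect; 0% = enzyme with vehicle and -100% = no enzyme basal signal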
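Human spleen homogenate (1 ug) as enzyme source, 4-methylumbelliferyl-alpha-D-galactopyranoside 1 mM final, citrate/phosphate pH 5.0 with 0.01% Tween-20. Compounds 40 min at 37C, NaOH/glycine stop; fluorescence Ex 365/Em 440, Hill-fit AC50.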
* marks the source's active call; other numbers are inactive results; ? = inconclusive; / = no result given; [ ] = remark or other dose. Unless noted, calls follow the shape of the dose curve; as a rule, active = well fitted curve in the direction sought with a large enough effect; inconclusive = small, poorly fitted or top-dose-only effect, or another doubt; inactive = no such curve, though single readings can be large; an effect the other way counts as inactive or inconclusive. This is a subset. The share of hits here may be higher or lower than overall.

Letters: A = TRb SRC2 PPI; B = TR SRC2 fluor cs; C = CBFb RUNX1 block; D = Epigenetic derep; E = Tau fluor cs; F = Tau FP inhib; G = NPSR antag; H = GLA spleen mod
> COc1ccc(S(=O)(=O)Cc2ccc(C(=O)N3CCN(C4CCCCC4)CC3)o2)cc1
  A = -4.6% | B = 0.9% | C = 6.3% | D = 0.8% | E = 2.1% | F = 11.5% | G = -0.3%[46.1 µM] | H = -5.5%
> CCOC(=O)C(C(=O)OCC)C1CS(=O)(=O)CC1C(C(=O)OCC)C(=O)OCC (stereo not given)
  A = 4.1% | B = 1.1% | C = 3.6% | D = -1.2% | E = -5.9% | F = -0.6% | G = -12.0%[46.1 µM] | H = 1.8%
> Cn1c(-[n+]2c(-c3ccccc3)cc(-c3ccccc3)cc2-c2ccccc2)nc2cc([N+](=O)[O-])ccc21
  A = -1.5% | B = -4.6% | C = -23.5% | D = -0.9% | E = -20.1% | F = -1.9% | G = 10µM* | H = -3.9%
> CC1=NN(C(=O)Cc2ccccc2)C(O)(c2cccnc2)C1 (stereo not given)
  A = -28.1% | B = 0.4% | C = -2.7% | D = -0.9% | E = -9.5% | F = -4.6% | G = 9.6%[46.1 µM] | H = -12.1%
> Clc1ccc(CSc2cc3c(nn2)-c2ccccc2CC3)cc1Cl
  A = 0.7% | B = -3.8% | C = ? | D = 5.5% | E = -17.6% | F = -0.9% | G = -12.5%[46.1 µM] | H = -1.4%
> COCc1cc(/C=N\NC(=O)Cc2ccc(OC)cc2)ccc1OC
  A = 3.7% | B = 2.4% | C = 2.8% | D = -1.0% | E = -2.6% | F = 5.2% | G = 5.0% | H = 0.3%
> CC(=O)Nc1ccc2sccc2c1
  A = 0.5% | B = -0.8% | C = 3.5% | D = 2.5% | E = 0.7% | F = -2.7% | G = 12.4% | H = -1.1%
> Cc1nn(-c2ccccc2)nc1C(=O)c1c(C)[nH]n(-c2ccccc2)c1=O
  A = -7.9% | B = -2.6% | C = -3.2% | D = -4.2% | E = 1.0% | F = 5.1% | G = -17.4% | H = -0.9%
> CCOCCCNC(=O)C(NC(=O)Cc1c[nH]c2ccccc12)c1ccccc1 (stereo not given)
  A = 2.9% | B = 1.4% | C = 5.1% | D = 1.3% | E = 1.6% | F = 2.6% | G = 13.8% | H = -3.6%
> Cc1ccc(-n2c(SCc3cccc(F)c3)nc3[nH]ncc3c2=O)cc1C
  A = -3.0% | B = 3.8% | C = / | D = -1.1% | E = -23.6% | F = 9.5% | G = / | H = /
> Cc1onc(-c2c(Cl)cccc2Cl)c1C(=O)c1ccccc1
  A = 1.5% | B = -4.6% | C = 17.5% | D = 1.1% | E = -22.7% | F = ? | G = 59.2% | H = -5.1%
> O=S(=O)(Cc1ccccc1)c1nnnn1C1CCCCC1
  A = 6.9% | B = -2.2% | C = 7.3% | D = 0.8% | E = -1.3% | F = -0.8% | G = / | H = -4.1%
> CCN(CC)c1ccc(/C=N/N2CCN(c3ccccn3)CC2)cc1
  A = -5.7% | B = 2.0% | C = -2.1% | D = 1.3% | E = ? | F = 0.0% | G = -12.5% | H = 2.4%
> O=C1CCCCC1Sc1nnc(-c2ccc3c(c2)OCO3)o1 (stereo not given)
  A = 1.2% | B = -6.3% | C = -2.9% | D = 1.3% | E = -8.1% | F = 1.0% | G = -5.2% | H = -19.7%
> CC(C)(C)c1ccc(C(=O)NNC(=O)c2ccccc2Br)cc1
  A = 7.0% | B = 2.0% | C = 10.3% | D = -0.9% | E = -2.7% | F = -0.2% | G = -3.5%[46.1 µM] | H = 2.2%
> COc1ccc(-c2nnc(SCC(C)C)o2)cc1
  A = -6.1% | B = -2.6% | C = 19.8% | D = 0.6% | E = 4.5% | F = 6.0% | G = -6.1% | H = 18.7%
> Cc1cc(=O)oc2cc(OCc3ccc(C(=O)N4CCN(c5ccc([N+](=O)[O-])cc5)CC4)cc3)ccc12
  A = 3.0% | B = -6.9% | C = -10.8% | D = -2.2% | E = -24.5% | F = -4.0% | G = 4.2% | H = 2.7%
> N#CC1=C(N)Nc2ncnn2C1c1ccc([N+](=O)[O-])cc1 (stereo not given)
  A = -5.4% | B = -2.8% | C = 23.6% | D = -1.1% | E = -7.0% | F = -4.9% | G = -0.6% | H = 19.4%
> CCOc1ccc(S(=O)(=O)N(CC(=O)Nc2ccc(OC)c(Cl)c2)c2ccccc2)cc1
  A = 8.0% | B = -0.4% | C = / | D = 1.3% | E = -1.5% | F = -12.4% | G = / | H = /
> NC(=O)N[C@H]1NC(=O)NC1=O
  A = 2.9%[53 µM] | B = -3.0%[53 µM] | C = ? | D = 2.7%[16.9 µM] | E = / | F = / | G = / | H = -14.3%[29.1 µM]
> C=CCn1c(SCC(=O)NC(=O)c2cccc([N+](=O)[O-])c2)nnc1-c1ccccc1F
  A = -2.1% | B = -0.3% | C = 1.9% | D = -1.2% | E = -1.5% | F = 5.4% | G = 8.8% | H = -2.4%
> COc1nc(Nc2ccc(C(C)=O)cc2)nc(OC)n1
  A = -10.9% | B = -1.3% | C = 7.4% | D = 0.0% | E = -10.9% | F = -2.8% | G = ? | H = -2.8%
> Cc1ccc(OCC(=O)Nc2nnc(-c3ccco3)s2)cc1
  A = -3.2% | B = -0.4% | C = 8.0% | D = -2.6% | E = 18.4% | F = -1.0% | G = 3.2% | H = 3.8%
> Cc1cccc(S(=O)(=O)c2cn(Cc3ccccc3)c3cc(N4CCOCC4)c(F)cc3c2=O)c1
  A = 2.5% | B = -5.8% | C = / | D = -1.2% | E = -14.3% | F = -0.1% | G = / | H = /
> O=C(NCc1ccco1)c1ccc(=O)oc1
  A = -7.1% | B = -1.2% | C = 2.6% | D = -5.3% | E = 8.3% | F = 6.1% | G = -7.5%[46.1 µM] | H = 3.6%
> CC(=O)OC1CC[C@@]2(C)C(=CC[C@H]3[C@@H]4CC[C@H](C(C)=O)[C@@]4(C)CC[C@@H]32)C1 (stereo not given in full)
  A = -7.3% | B = -1.6% | C = 13.8% | D = / | E = / | F = / | G = / | H = -3.4%
> CC(=C/C=C/C(C)=C/C=C/C=C(C)/C=C/C=C(C)/C=C/C(=O)O)/C=C/C(=O)O
  A = -1.5% | B = 0.1% | C = -3.1%[21.7 µM] | D = / | E = / | F = / | G = / | H = -2.0%
> Cc1cc2oc(=O)cc(CN3CCOCC3)c2cc1C
  A = -8.0% | B = 1.6% | C = 1.0% | D = -1.9% | E = -8.6% | F = -2.6% | G = -2.5%[46.1 µM] | H = 5.4%
> CN(C)CC(=O)Nc1ccc2cn[nH]c2c1
  A = 5.4% | B = 0.7% | C = 3.5% | D = -0.1% | E = -2.5% | F = -8.4% | G = -12.3% | H = 1.2%
> COc1ccc2c(CC(=O)N3CCc4ccccc43)coc2c1
  A = -2.7% | B = -0.6% | C = 4.7% | D = 1.0% | E = -22.7% | F = 4.0% | G = -16.9%[46.1 µM] | H = 7.7%
> COc1ccccc1Oc1ccc(N/C=C/C(=O)c2ccco2)cc1
  A = 1.1% | B = -2.5% | C = -3.6% | D = 1.3% | E = ? | F = 7.7% | G = -35.2% | H = 3.0%
> O=C(CN1C(=O)COc2ccccc21)Nc1ccc(F)cc1
  A = 3.3% | B = 0.5% | C = -2.8% | D = 1.0% | E = -14.7% | F = -3.1% | G = -4.4%[46.1 µM] | H = -1.8%
> CC(C)(C)NC(=O)c1ccc2nccnc2c1
  A = -4.7% | B = -1.1% | C = 14.6% | D = -0.9% | E = -4.9% | F = -3.6% | G = -8.4%[46.1 µM] | H = 2.0%
> COc1ccc(C2/C(=C(/O)c3ccccc3)C(=O)C(=O)N2c2ccccn2)c(OC)c1 (stereo not given)
  A = 0.7% | B = -0.6% | C = -4.4% | D = -2.0% | E = 0.6% | F = -3.9% | G = -6.7%[46.1 µM] | H = -1.5%
> COc1ccc(Cl)cc1NC(=O)c1ncn(-c2ccccc2)n1
  A = -4.0% | B = -7.0% | C = / | D = 1.0% | E = -8.2% | F = ? | G = / | H = /
> CCOC(=O)c1sc2ncn(C(C)C(=O)OC)c(=O)c2c1C (stereo not given)
  A = 1.6% | B = 0.2% | C = -0.4% | D = 0.0% | E = -2.2% | F = -9.5% | G = -9.7%[46.1 µM] | H = 3.0%
> COCC1CCCN(Cc2nc(Cc3ccccc3)no2)C1 (stereo not given)
  A = -2.8% | B = -0.2% | C = 8.8% | D = 2.2% | E = 0.1% | F = 0.1% | G = 0.9% | H = -4.3%
> O=C(c1ccccc1S(=O)(=O)NCc1ccccc1)N1CCCCC1
  A = 9.3% | B = 0.1% | C = 3.6% | D = -1.8% | E = -7.4% | F = -2.2% | G = -1.1%[46.1 µM] | H = 7.2%
> C=CCOC(=O)C(=O)/C=C/c1c(C)n(C)n(-c2ccccc2)c1=O
  A = -3.8% | B = -1.9% | C = 2.7% | D = -1.7% | E = 10.4% | F = -0.7% | G = -15.0% | H = 0.9%
> O=[N+]([O-])c1cccc(-c2ccc3nnc(SCc4ccccn4)n3n2)c1
  A = 2.9% | B = -1.1% | C = 4.5% | D = 1.7% | E = -13.4% | F = -7.9% | G = -5.4% | H = -0.4%

Three of these compounds, set out differently.
COCC1CCCN(Cc2nc(Cc3ccccc3)no2)C1 (stereo not given)
  TRb SRC2 PPI: -2.8% | TR SRC2 fluor cs: -0.2% | CBFb RUNX1 block: 8.8% | Epigenetic derep: 2.2% | Tau fluor cs: 0.1% | Tau FP inhib: 0.1% | NPSR antag: 0.9% | GLA spleen mod: -4.3%
CCOC(=O)c1sc2ncn(C(C)C(=O)OC)c(=O)c2c1C (stereo not given)
  TRb SRC2 PPI: 1.6% | TR SRC2 fluor cs: 0.2% | CBFb RUNX1 block: -0.4% | Epigenetic derep: 0.0% | Tau fluor cs: -2.2% | Tau FP inhib: -9.5% | NPSR antag: -9.7%[46.1 µM] | GLA spleen mod: 3.0%
CC(C)(C)NC(=O)c1ccc2nccnc2c1
  TRb SRC2 PPI: -4.7% | TR SRC2 fluor cs: -1.1% | CBFb RUNX1 block: 14.6% | Epigenetic derep: -0.9% | Tau fluor cs: -4.9% | Tau FP inhib: -3.6% | NPSR antag: -8.4%[46.1 µM] | GLA spleen mod: 2.0%
